# High-throughput results as filed in PubChem BioAssay.
# PREPL inh – inhibitors of human prolyl oligopeptidase-like enzyme PREPL; hit rate 0.68% among 320,000; AID 2751; inhibition, % at 5.96 µM; Q4J6C6; recombinant PREPL, fluorescence polarization activity-based probe; in the data active means inhibition above about 43%;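 further: 0% = enzyme with DMSO and 100% = wells lacking enzyme; many of its hits are not listed in these tables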
# LYPLA2 inh – LYPLA2 (human) inhibition in PME1 counter-screen; recombinant LYPLA2, FP-Rh probe fluorescence polarization; O95372; inhibition, % at 5.9 µM; hit rate 0.38% among 320,000;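 active means inhibition above the screen-wide mean plus 3 SD, limit set per campaign, cut at about 26% in these data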;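 further: 0% = LYPLA2 with DMSO and 100% = wells lacking LYPLA2 enzyme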
# Target sequence (O95372 whole entry, looked up): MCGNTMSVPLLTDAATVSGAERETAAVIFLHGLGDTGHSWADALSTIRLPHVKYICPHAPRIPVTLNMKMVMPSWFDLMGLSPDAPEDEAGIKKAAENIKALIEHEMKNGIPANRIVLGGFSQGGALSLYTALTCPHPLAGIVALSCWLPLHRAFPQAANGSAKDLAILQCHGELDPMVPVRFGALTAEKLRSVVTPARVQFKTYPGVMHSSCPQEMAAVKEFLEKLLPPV
# PAD4 FP inh – inhibitors of human PAD4; Q9UM07; recombinant PAD4, RCA probe fluorescence polarization; inhibition, % at 6.36 µM; hit rate 0.41% among 330,000;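 active means percent inhibition above a cutoff equal to the mean of all tested compounds plus 3 SD, cut at about 15% in these data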;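 further: 0% = PAD4 with RCA probe and DMSO and 100% = probe without PAD4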
# PAFAH1B2 inh – inhibitors of human PAFAH1B2 | recombinant PAFAH1B2, FP-rhodamine activity probe, fluorescence polarization | inhibition, % at 3.39 µM | hit rate 1.2% among 340,000 | AID 492953;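 active means inhibition above the mean of all tested compounds plus 3 SD, cut at about 24% in these data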;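 further: 0% = enzyme with DMSO and 100% = wells lacking PAFAH1B2; many of its hits are not listed in these tables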
# GSTO1 inh – blocks human GSTO1 in RBBP9 counter-screen; recombinant GSTO1, activity-based probe fluorescence polarization; inhibition, % at 5.96 µM; hit rate 1.1% among 300,000; AID 1974;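 active means inhibition above the campaign mean inhibition plus 3 SD, cut at about 35% in these data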;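 further: 0% = GSTO1-1 with DMSO and 100% = wells lacking GSTO1-1 enzyme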
# Target sequence (P78417 whole entry, looked up): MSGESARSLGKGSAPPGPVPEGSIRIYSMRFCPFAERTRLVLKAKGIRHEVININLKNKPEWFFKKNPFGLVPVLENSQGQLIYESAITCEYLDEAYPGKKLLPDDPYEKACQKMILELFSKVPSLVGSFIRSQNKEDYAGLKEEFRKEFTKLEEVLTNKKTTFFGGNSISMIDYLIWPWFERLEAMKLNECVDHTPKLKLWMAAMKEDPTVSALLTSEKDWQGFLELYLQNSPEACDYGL
# pPAFAH FP inh – inhibitors of human plasma PAF acetylhydrolase (pPAFAH); Q13093; recombinant pPAFAH, FP-rhodamine probe fluorescence polarization; inhibition, % at 3.39 µM; hit rate 1.5% among 330,000;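 active means inhibition above the mean inhibition across the screen plus 3 SD, cut at about 25% in these data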;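 further: inhibitors block binding of the rhodamine activity-based probe so polarization drops; 0% = enzyme with DMSO and 100% = wells lacking pPAFAH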
# LYPLA1 counter – blocks human lysophospholipase 1, a PME1 counter-screen; O75608; recombinant LYPLA1, FP-Rh probe fluorescence polarization; inhibition, % at 5.9 µM; hit rate 0.16% among 320,000; AID 2174;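 active means inhibition above the mean of all tested compounds plus 3 SD, set per campaign, cut at about 14% in these data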;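 further: inhibitors block serine hydrolase probe labeling of LYPLA1 so polarization falls; 0% = enzyme with DMSO and 100% = wells lacking LYPLA1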
# PAFAH2 inh – inhibitors of human PAFAH2; Q99487; recombinant PAFAH2, FP-rhodamine activity probe, fluorescence polarization; inhibition, % at 3.39 µM; hit rate 0.99% among 340,000; AID 492956;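 active means inhibition above the mean over all tested compounds plus 3 SD, cut at about 30% in these data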;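 further: inhibitors block probe labeling of enzyme so polarization drops; 0% = enzyme with DMSO and 100% = wells lacking PAFAH2 protein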
# PAFAH1B3 inh – inhibitors of human PAFAH1B3; Q15102; recombinant PAFAH1B3, FP-rhodamine probe, fluorescence polarization; inhibition, % at 3.39 µM; hit rate 0.28% among 340,000;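 active means inhibition above the screen-wide average of all tested compounds plus 3 SD, cut at about 25% in these data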;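 further: 0% = enzyme with DMSO only and 100% = wells lacking PAFAH1B3 protein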
# Target sequence (Q15102 whole entry, looked up): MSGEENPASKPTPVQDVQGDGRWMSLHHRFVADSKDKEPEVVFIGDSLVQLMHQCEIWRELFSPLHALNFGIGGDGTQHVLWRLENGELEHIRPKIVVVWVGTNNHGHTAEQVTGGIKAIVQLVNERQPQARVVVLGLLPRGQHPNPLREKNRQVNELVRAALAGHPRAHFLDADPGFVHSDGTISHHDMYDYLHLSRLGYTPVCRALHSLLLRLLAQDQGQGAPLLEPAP
# * = called active by the depositor; · = no result given; & = joins results of further samples.
# The line under a structure holds: PAFAH2 inh	GSTO1 inh	LYPLA1 counter	PAFAH1B2 inh	PAFAH1B3 inh	PAD4 FP inh	PREPL inh	LYPLA2 inh	pPAFAH FP inh
> CC(=O)Nc1ccc(NC(=O)CS(=O)(=O)c2cn(CC(=O)N3CCC(C)CC3)c3ccccc23)cc1
    2	4	-2	1	4	-2	-1	4	7
> C/C(=N\Nc1nc(C)c(C)s1)c1ccc([N+](=O)[O-])cc1
    3	12	0	3	3	-5	18	-5	3
> COCCn1c(=NC(C)=O)sc2cc([N+](=O)[O-])ccc21
    6	3	-1	6	7	0	12	6	1
> C=CCn1c(SCC(=O)c2c(N)n(CCC)c(=O)n(C)c2=O)nnc1-c1ccncc1
    -11	9	3	1	-6	1	-9	2	3
> CC1(C)Cc2ccccc2C(N/N=C/c2ccc([N+](=O)[O-])cc2)=N1
    3	2	3	-1	8	0	8	2	2
> CC(=O)Nc1c(I)c(NC(C)=O)c(I)c(C(=O)O)c1I
    2&-3	2&7&4	3&-1&1	1&-4	1&5	-1&1&-1	-5&0&2	4&-4&0	9&2&4
> COc1ccc(C(=O)n2nc(-c3ccc(OC)cc3)nc2N)cc1
    5	5	-2	7	11	-1	4	2	0
> CCC(=O)Nc1nc(C)c(C(=O)N2CCCCC2)s1
    -2	5	-1	-3	2	-4	12	1	1
> O=C(CCNS(=O)(=O)c1ccc(Br)cc1)N1CCN(c2ccccc2O)CC1
    10	6	1	10	9	2	19	3	16
> CC(C)CNC(=O)CC(c1ccccc1)c1c(O)ccc2ccccc12 (centres undefined)
    -3	12	-1	3	1	-4	5	4	-4
> CC(C)=CCC(C)(C)CNC(=O)NC1CCCCC1
    7	7	-4	6	7	4	2	2	-4
> COCCOC1CCN(C(=O)c2cc(COc3ccc(-n4cncn4)cc3)on2)CC1
    -6	0	0	2	3	-3	3	4	4
> COC(=O)c1cc(C(C)=O)c(C)[nH]c1=O
    8	7	-4	-2	0	-3	-7	-2	-1
> Nn1c(SCC(=O)N2CCc3ccccc3C2)nnc1-c1cccs1
    3	-1	-1	5	8	2	-3	-3	6
> CC(=O)Nc1ccc2nc(NC(=O)c3cccs3)sc2c1
    -4	-26	-2	2	3	-13	-4	-6	-3
> Cc1ccc(C)c(OCC(=O)Nc2nonc2NC(=O)COc2cc(C)ccc2C)c1
    -37	-1	-32	-17	-29	-2	-24	-57	-4
> CC(C)C[C@@H](CN1C(N)=NC[C@@H]1C)NC(=O)CC12CC3CC(CC(C3)C1)C2
    -6	·	·	7	0	2	7	·	0
> CCCc1nc(N)c(C#N)c(N)c1C#N
    1	-4	0	6	-3	-3	1	3	6
> COCCNC(=O)CNC(=S)N(CCCN1CCOCC1)Cc1cccs1
    4	7	-3	-1	4	-5	10	11	5
> COc1cccc(C(=O)NCC(=O)N2CCC3(CC2)NCCc2[nH]cnc23)c1
    2	0	0	3	3	-5	2	2	4
> CS(=O)(=O)c1nncn1-c1ccccc1
    5	1	-6	2	3	-6	11	-1	-2
> CN(CC(=O)Nc1cccc2ccccc12)C(=O)c1ccc(F)cc1F
    -7	·	-5	-5	0	4	-3	7	-1
> C=CCn1c(=O)c2ccc(C(=O)NCc3ccccc3)cc2n(Cc2ccc(Cl)cc2)c1=O
    -12	3	0	-2	6	-5	-3	8	3
> CCOC(=O)C1CCCN(C(=O)COc2ccc(C(=O)c3ccc(F)cc3)cc2)C1 (centres undefined)
    9	·	·	0	12	1	11	·	5
> COc1ccc(OC)c(CNC(=O)C2CCCN(c3ncnc4c3nc3n4CCCCC3)C2)c1 (centres undefined)
    8	-2	0	20	5	-1	3	4	3
> O=C(O)c1ccc(-c2cccc(Cl)c2)o1
    -3	5	0	8	-2	4	-4	1	-4
> Cc1n[nH]c(C)c1S(=O)(=O)N1CCc2ccccc2C1
    6	-10	-4	-3	7	-3	6	-4	-5
> Cc1ccc(N2CN=c3s/c(=C\c4ccccn4)c(=O)n3C2)cc1
    -3	6	-3	7	4	-2	14	1	-2
> CCOc1ccc(N(CC(=O)N2CCC(Cc3ccccc3)CC2)S(C)(=O)=O)cc1
    7	2	0	3	16	-2	-2	-5	-2
> c1cnc2ccc(C(c3nnnn3C3CCCCC3)N3CCN4CCCC4C3)cc2c1 (centres undefined)
    -4	11	2	6	7	0	3	2	-7
> CCN(c1ccccc1)S(=O)(=O)c1ccc(C(=O)Nc2nccs2)cc1
    -4	3	0	0	13	3	-6	8	4
> CC(=O)Nc1ccc(S(=O)(=O)N2CCN(S(=O)(=O)c3ccc(F)c(F)c3F)CC2)cc1
    -17	-1	-2	-6	-10	-1	-4	-9	3
> O=C(CN1CCOCC1)Nc1ccccc1Cl
    0	5	-1	5	8	-3	1	-7	-6
> O=C(C[n+]1cc(-c2ccc(Cl)c(Cl)c2)n2c1CCC2)OCc1ccccc1
    -1	-7	5	-4	4	-6	-4	0	0
> O=C(CCCCCN1C(=O)c2ccccc2C1=O)Nc1ccc(F)cc1
    7	-1	3	5	-2	0	-18	7	5
> O=C(NCCc1ccccc1)C1CCCN(c2nc3ccccc3s2)C1 (centres undefined)
    9	-2	-2	8	8	-2	7	0	7
> COc1cc(C(=O)OCC(=O)N(C)C)cc(NC(=O)c2ccco2)c1OC
    -4	2	-2	5	-4	-4	-1	-3	1
> COc1ccc(Nc2nc(C(=O)N3CCc4cc(OC)c(OC)cc4C3)cs2)cc1
    0	2	0	3	7	0	20	4	14
> Cc1ccc(C)c(N2CCN(C(=O)c3ccc(N4CCOCC4)c([N+](=O)[O-])c3)CC2)c1
    4	3	-5	8	-5	1	35	3	14
> CCc1cc(C(N)=S)ccn1
    -3&6	2	3	4&6	3&9	0&7	6&2	4	0&3
> CCn1c(/C=C/c2c(C)[nH]c3ccccc23)nc2ccccc2c1=O
    -1	-4	-1	-1	0	0	2	-1	5
> O=C(O)c1ccc(NS(=O)(=O)c2ccc3c(c2)OCCCO3)cc1
    5	17	-2	1	3	5	15	3	-2
> CN(CC(=O)Nc1ccccc1Br)C(=O)c1ccccc1Cc1ccccc1
    13	·	-2	-2	0	-4	-4	-5	-3
> O=C(CN1CCN(S(=O)(=O)c2ccc(Cl)c(Cl)c2)CC1)N1CCCC1
    -1	·	1	-2	-10	-2	4	-1	3
> O=C(NCc1ccncc1)C(=O)NC1CC1
    3	0	0	2	11	-9	3	1	-4
> COc1ccc(NC(=O)COc2ccc(C(=O)OCC(=O)N(C)C3CCS(=O)(=O)C3)cc2OC)cc1 (centres undefined)
    3	-4	2	0	8	1	11	1	-1
> CCOC(=O)c1sc(=NC(=O)c2ccc(F)cc2)n(C)c1C
    -2	-1	-5	-1	-4	1	11	2	2
> N#C/C(=C\c1ccc(O)c(O)c1)C(=O)NCc1ccccc1
    18	27	0	18	13	2	2	4	28*
> COC(=O)c1ccccc1NC(=O)CSc1nc(O)cc(=O)n1C1CCCC1
    -5	7	-4	3	-7	0	-2	-5	0
> O=C(O)CCNC(=O)/C(=C\C=C\c1ccccc1)NC(=O)c1ccccc1
    2	4	1	3	-1	2	-2	1	2
> C/C(=N\NC(=O)c1cccc(O)c1)c1ccc(NC(=O)Cc2ccccc2)cc1
    -2	-3	-3	-3	10	0	1	-6	4
> CCOc1nc(-c2ccccc2)c2cc(Br)ccc2n1
    1	-2	0	2	6	-4	-2	-2	-3

# Exported with each value named: part of the list above.
mol: C/C(=N\NC(=O)c1cccc(O)c1)c1ccc(NC(=O)Cc2ccccc2)cc1
  PAFAH2 inh: -2
  GSTO1 inh: -3
  LYPLA1 counter: -3
  PAFAH1B2 inh: -3
  PAFAH1B3 inh: 10
  PAD4 FP inh: 0
  PREPL inh: 1
  LYPLA2 inh: -6
  pPAFAH FP inh: 4

mol: CCOc1nc(-c2ccccc2)c2cc(Br)ccc2n1
  PAFAH2 inh: 1
  GSTO1 inh: -2
  LYPLA1 counter: 0
  PAFAH1B2 inh: 2
  PAFAH1B3 inh: 6
  PAD4 FP inh: -4
  PREPL inh: -2
  LYPLA2 inh: -2
  pPAFAH FP inh: -3

# Record cards (already shown). Values in the order: PAFAH2 inh | GSTO1 inh | LYPLA1 counter | PAFAH1B2 inh | PAFAH1B3 inh | PAD4 FP inh | PREPL inh | LYPLA2 inh | pPAFAH FP inh
# Listed for `C/C(=N\NC(=O)c1cccc(O)c1)c1ccc(NC(=O)Cc2ccccc2)cc1` = -2 | -3 | -3 | -3 | 10 | 0 | 1 | -6 | 4
# Listed for `O=C(CN1CCOCC1)Nc1ccccc1Cl` = 0 | 5 | -1 | 5 | 8 | -3 | 1 | -7 | -6

# Some entries already given with just LYPLA2 inh:
mol | LYPLA2 inh
COc1cc(C(=O)OCC(=O)N(C)C)cc(NC(=O)c2ccco2)c1OC | -3
CC(=O)Nc1ccc(S(=O)(=O)N2CCN(S(=O)(=O)c3ccc(F)c(F)c3F)CC2)cc1 | -9

# This is a subset (hit frequency here may not be typical).
